Scp1 inh = blocks human Scp-1 phosphatase activity; Recombinant Scp1, phosphopeptide, malachite green phosphate absorbance; inhibition, % at 20 µM; 0.88% of 340,000 active; AID 493091;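 active = inhibition above about 50% at 20 µM, limit read from the data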;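 also: plate controls were DMSO wells with enzyme for no effect and wells lacking enzyme for full effect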
Target sequence (Q9GZU7 76-261 limits assumed): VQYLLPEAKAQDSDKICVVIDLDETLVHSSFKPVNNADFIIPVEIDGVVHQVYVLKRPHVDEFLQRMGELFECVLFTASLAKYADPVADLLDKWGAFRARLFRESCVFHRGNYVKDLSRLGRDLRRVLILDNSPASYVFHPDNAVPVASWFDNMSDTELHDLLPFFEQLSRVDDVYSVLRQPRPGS
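Test system: SCP-1 catalytic domain; Buffer or medium: Acidic Tris acetate buffer with magnesium and detergent; Also added: Phosphorylated 17-residue peptide substrate; Compound: single 20 µM dose, 1% DMSO; Schedule: enzyme reaction 45 min at room temperature, colour 5 min, stabilisation 30 min; Signal: Phosphate-binding colour reagent, absorbance read at 630 nm.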
Rpn11 inh = blocks the human proteasome subunit Rpn11. human 26S proteasome, Ub4-pepOG fluorescence polarization; 20S core pre-blocked with epoxomicin. AID 588493. calls only at 20 µM. 0.59% of 360,000 active. O00487;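 active = inhibition at 20 µM, scaled to each plate's controls, above about 33%, limit read from the data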
Target sequence (O00487 whole entry, looked up): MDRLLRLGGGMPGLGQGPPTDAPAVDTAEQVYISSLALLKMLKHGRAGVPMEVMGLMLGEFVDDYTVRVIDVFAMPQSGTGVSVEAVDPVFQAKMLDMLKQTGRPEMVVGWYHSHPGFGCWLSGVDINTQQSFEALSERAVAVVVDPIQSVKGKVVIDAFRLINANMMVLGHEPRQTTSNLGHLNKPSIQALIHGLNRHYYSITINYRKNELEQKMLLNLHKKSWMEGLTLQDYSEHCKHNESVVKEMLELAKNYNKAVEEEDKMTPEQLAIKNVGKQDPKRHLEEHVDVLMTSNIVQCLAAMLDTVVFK
SUMO1 PPI mod = modulators of human SUMO1-mediated protein-protein interactions; SUMO1 binding to a labelled peptide, TR-FRET, 1 h; 0.33% of 360,000 active; AID 602429; inhibition, % at 20 µM; P63165; in the data active = inhibition above about 37%
STEP inh = STEP (human) phosphatase inhibition; P54829; recombinant STEP, OMFP fluorogenic substrate, fluorescence; inhibition, % at 20 µM; 0.25% of 360,000 active; AID 588621;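 active = inhibition at 20 µM, scaled per plate between control wells, above about 37%, limit read from the data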;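 also: 0% = DMSO with enzyme and substrate and 100% = substrate only without enzyme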
Target sequence (P54829 whole entry, looked up): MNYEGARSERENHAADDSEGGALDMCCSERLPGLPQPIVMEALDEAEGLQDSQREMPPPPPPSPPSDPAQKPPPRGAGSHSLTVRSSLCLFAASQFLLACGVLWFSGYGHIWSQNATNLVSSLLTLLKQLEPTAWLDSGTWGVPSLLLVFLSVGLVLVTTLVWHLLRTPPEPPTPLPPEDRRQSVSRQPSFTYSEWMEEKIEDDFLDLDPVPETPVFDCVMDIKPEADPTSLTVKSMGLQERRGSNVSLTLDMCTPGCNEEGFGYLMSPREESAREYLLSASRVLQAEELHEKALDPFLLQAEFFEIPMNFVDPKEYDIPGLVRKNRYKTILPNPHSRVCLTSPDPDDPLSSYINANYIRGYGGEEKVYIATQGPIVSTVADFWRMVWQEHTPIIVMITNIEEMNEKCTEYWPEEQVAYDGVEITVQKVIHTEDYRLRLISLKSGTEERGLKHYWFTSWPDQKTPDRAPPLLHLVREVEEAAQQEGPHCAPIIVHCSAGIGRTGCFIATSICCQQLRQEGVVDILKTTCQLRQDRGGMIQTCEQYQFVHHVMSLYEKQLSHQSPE
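Material: STEP (striatal-enriched tyrosine phosphatase) enzyme, cell-free; Compound dosing: 20 µM single dose in 1% DMSO; Technique: fluorescence read at 480 nm ex / 540 nm em; Times: reaction 20 min, ambient temperature; Medium: 50 mM Bis-Tris pH 6.0 with 2.5 mM DTT and 0.005% Tween 20; Also added: OMFP at 25 µM.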
MsrA inh = bovine MsrA inhibition | inhibition, % at 15.5 µM | 0.75% of 360,000 active | purified bovine MsrA, absorbance read-out; in the data active = inhibition above about 4.5%;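 also: 0% = vehicle wells with enzyme and 100% = reference inhibitor wells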
CSN inh = blocks human CSN-mediated cullin deneddylation | AID 651999 | 0.38% of 360,000 active | inhibition, % at 12.5 µM | Q92905 | Purified CSN, SCF-Nedd8-OG deneddylation, fluorescence polarization;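 active = pattern-corrected inhibition above about 35%, with an unprinted fluorescence ratio check between 0.5 and 1.5, limit read from the data, passing the limit was not always enough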;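 also: 0% = enzyme with substrate and 100% = substrate without enzyme; some results filed as inactive read as strong as hits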
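test system = HEK293T-derived human Csn5 enzyme | amount = 0.24 nM Csn5 enzyme, final concentration | medium = Tris/NaCl/DTT buffer, pH 7.5 | schedule = 90 min reaction at room temperature | signal = FP | evaluation = inhibition of Csn5 cleavage, % | compound dosing = single dose of 12.5 µM compound with 0.25% DMSO | probe or stimulus = 10 nM SCFSkp2-Nedd8OG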
LMPTP block = blocks human LMPTP phosphatase | P24666 | recombinant LMPTP-A, OMFP fluorogenic substrate, fluorescence intensity | inhibition, % at 20 µM | 0.22% of 360,000 active | AID 651560;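 active = compounds that cut the enzyme signal by at least half of the control window in the single-dose screen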;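 also: plate controls were DMSO wells with enzyme plus substrate for no effect and substrate without enzyme for full effect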
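Test system – LMPTP-A phosphatase enzyme · Quantity – 0.625 nM LMPTP-A final · Reagent – OMFP substrate, 400 µM final · Dosing – one test concentration per compound, 20 µM, with 3% DMSO overall · Timing – 50 min enzyme reaction at room temperature, protected from light · Detection – fluorescence intensity · Controls – substrate-only low control, DMSO enzyme-plus-substrate high control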
Tb MetRS inh = Trypanosoma brucei MetRS inhibition; purified T. brucei MetRS, ATP depletion, Kinase-Glo luminescence; inhibition, % at 11.9 µM; 0.4% of 360,000 active; AID 624268;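 active = inhibition above a per-plate cutoff of the control wells' mean inhibition plus 3 SD, cut at about 5.5% in these data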;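 also: 0% = DMSO wells median and 100% = median of wells with control inhibitor compound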
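assay system = parasite MetRS enzyme | timing = 15 min preincubation, 2 h reaction, all 25 °C | evaluation = percent inhibition relative to median high and low control wells | medium = HEPES buffer containing pyrophosphatase, BSA, spermine, DTT | compound = single dose, 11.9 µM final nominal, 0.9% final DMSO | detection = Kinase-Glo luminescence, ATP depletion format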
DNMT1 inh = DNMT1 (human) enzyme inhibition. P26358. DNMT1 molecular beacon, Hinp1I cleavage, fluorescence. inhibition (reported as % activation of signal), % at 10 µM. 0.83% of 360,000 active; in the data active = inhibition above about 50%
NadD inh = inhibitors of Staphylococcus aureus NadD | purified NadD enzyme, colorimetric absorbance read-out | inhibition, % at 20 µM | 0.78% of 360,000 active; in the data active = inhibition above about 26%; also: some compounds past the cut are filed as inactive
Numbers without * were called inactive; i = inactive; · = no result given.

(1) Cn1cc(/C=C2\SC(=S)N(N3CCOCC3)C2=O)c2ccccc21
(2) Cc1c(CC(=O)NCC(=O)NCC(=O)O)c(=O)oc2c(C)c3oc4c(c3cc12)CCCC4
(3) CCOC(=O)c1c(NC(=O)CSc2nnc(-c3cccnc3)o2)sc(C)c1C
(4) COc1ccc(-c2cc(=O)oc3c(C)c(OC(C)C(=O)NCc4ccccn4)ccc23)cc1 (configuration not stated)
(5) CN(C)S(=O)(=O)c1cccc(C(=O)NCCc2ccccc2)c1
(6) CN(Cc1ccccc1)C(=O)C(=O)c1cn(CC(=O)N2CCCC2)c2ccccc12
(7) CS(=O)(=O)c1ccc(C(=O)OCC(=O)N2CCOCC2)cc1[N+](=O)[O-]
(8) CCN(c1nc(N)c(C(=O)N=C(N)N)nc1Cl)C(C)C
(9) O=C(NC(=S)Nc1ccc(F)c([N+](=O)[O-])c1)c1ccccc1F
(10) O=C(NCCC1=CCCCC1)c1[nH]c(C(F)(F)F)nc1-c1ccccc1
Compound,1,2,3,4,5,6,7,8,9,10
Scp1 inh,4.5,9.0,-3.1,4.1,-1.2,-4.6,·,-6.3,-2.2,·
Rpn11 inh,i,i,i,i,i,i,i,i,i,i
SUMO1 PPI mod,10.7,4.9,1.4,-17.4,-2.3,1.1,-34.0,-4.4,-3.1,7.3
STEP inh,1.6,3.6,-3.6,-1.5,-3.4,-2.3,-3.6,4.7,2.7,-1.0
MsrA inh,0.1,2.5,-0.7,1.5,-0.1,2.9,-0.5,0.1,2.3,-0.9
CSN inh,0.2,-1.4,1.3,1.9,3.9,-1.1,5.6,-3.7,3.0,-3.6
LMPTP block,-0.5,1.4,-0.3,1.5,-1.3,-0.5,-2.2,0.4,-0.2,1.4
Tb MetRS inh,-1.1,-0.5,-1.1,0.8,-1.1,0.0,-1.1,-0.7,-0.9,-0.1
DNMT1 inh,25.1,-1.0,-1.4,0.9,0.4,1.4,5.7,-3.2,-1.2,16.2
NadD inh,-7.2,0.5,4.7,3.5,1.8,-4.6,4.6,0.7,-1.4,-2.7

(11) Cc1cc(-c2c(C)[nH]n(-c3ccc(Cl)cc3)c2=O)n[nH]1
(12) COc1ccccc1/C=C/C(=O)Nc1ccc2c(c1)OCCO2
(13) C=CCn1c(C23CC4CC(CC(C4)C2)C3)n[nH]c1=S
(14) CCn1c(CSc2nnc(-c3ccncc3)n2C)nc2cc(C(=O)O)ccc21
(15) CCc1ccccc1NC(=S)N(CCN(C)C)C(C)c1ccccn1 (configuration not stated)
(16) N#CC(Sc1ccccn1)c1ccc(Cl)cc1Cl (configuration not stated)
(17) CCN(CC)S(=O)(=O)c1cccc(C(=O)NCC2CCCO2)c1 (configuration not stated)
(18) Cc1ccccc1N1C(=O)CSC1=C(C#N)C#N
(19) CC1(NC(=O)N2CCOCC2)CCS(=O)(=O)C1 (configuration not stated)
(20) Cc1ccc(C(=O)N[C@H](C(=O)NC2CCCCCCC2)C(C)C)cc1
Compound,11,12,13,14,15,16,17,18,19,20
Scp1 inh,-1.1,-4.9,5.5,-5.2,-3.4,-2.9,-5.2,-0.3,3.5,-5.7
Rpn11 inh,i,i,i,i,i,i,i,·,i,i
SUMO1 PPI mod,1.4,-12.9,1.1,-8.3,-0.6,-9.6,-2.8,4.1,-3.2,2.1
STEP inh,2.0,3.3,1.6,-2.4,-1.9,1.0,0.6,-5.9,-2.1,-2.9
MsrA inh,-1.1,1.9,1.1,0.2,-0.1,0.2,-1.2,1.4,-0.3,-1.3
CSN inh,-1.4,1.5,0.0,-1.3,-12.0,-8.0,-0.6,1.6,-4.1,3.0
LMPTP block,-0.2,0.8,-1.7,-2.7,-8.5,2.6,-0.9,-0.8,-0.6,-2.2
Tb MetRS inh,-1.2,-0.3,0.7,0.6,-0.6,1.7,-0.1,-0.7,0.3,-0.1
DNMT1 inh,-0.8,-2.5,5.1,0.9,7.6,0.6,0.7,-1.4,8.7,20.7
NadD inh,1.5,-5.3,-2.7,-6.0,-6.1,3.4,-0.9,2.2,-1.4,0.6

Entries of single compounds, looked up by structure. Screens in order: Scp1 inh	Rpn11 inh	SUMO1 PPI mod	STEP inh	MsrA inh	CSN inh	LMPTP block	Tb MetRS inh	DNMT1 inh	NadD inh
O=C(NCCC1=CCCCC1)c1[nH]c(C(F)(F)F)nc1-c1ccccc1 is entered as ·	i	7.3	-1.0	-0.9	-3.6	1.4	-0.1	16.2	-2.7
Cc1cc(-c2c(C)[nH]n(-c3ccc(Cl)cc3)c2=O)n[nH]1 is entered as -1.1	i	1.4	2.0	-1.1	-1.4	-0.2	-1.2	-0.8	1.5

(more compounds)
(21) COC(C[C@H](O)C[C@@H](O)[C@H](C)OCc1ccccc1)OC
(22) NC(=O)Cn1nc([N+](=O)[O-])nc1Oc1ccccc1C(=O)N1CCOCC1
(23) O=C(NC1CCSc2ccccc21)c1cccc([N+](=O)[O-])c1 (configuration not stated)
(24) CCOC(=O)c1ccccc1Oc1c(F)c(F)nc(NCCO)c1F
(25) COc1ccc(Cl)cc1S(=O)(=O)NCc1cccs1
(26) COCCNC(=O)NC1(C(F)(F)F)Oc2ccc(Cl)cc2O1 (configuration not stated)
(27) COc1cc2c(cc1OC)C(c1ccccc1C(F)(F)F)CC(=O)N2 (configuration not stated)
(28) CCN(CC)S(=O)(=O)c1ccc(-c2cn3ccc(C)cc3n2)cc1
(29) CC(C)(C)c1ccc(CC(=O)N2CCC2(C)C(=O)N2CCCCC2)cc1 (configuration not stated)
(30) Cc1cc(C)cc(NC(=O)COC(=O)CCC2CCCC2)c1
Compound,21,22,23,24,25,26,27,28,29,30
Scp1 inh,-14.5,-6.9,1.1,-4.0,-2.0,-10.8,13.0,-6.5,·,-4.9
Rpn11 inh,i,i,i,i,i,i,i,i,i,i
SUMO1 PPI mod,2.8,-12.3,-19.3,-5.2,-1.0,4.0,2.2,11.3,1.4,0.3
STEP inh,-1.6,12.1,-1.2,-1.6,-0.5,0.6,-1.0,-0.9,0.9,-2.5
MsrA inh,0.0,-0.5,-0.3,-1.0,-1.4,1.5,-0.9,0.7,0.8,-1.4
CSN inh,1.2,-4.8,-1.9,3.4,0.5,-4.8,5.6,1.9,0.0,-0.6
LMPTP block,-1.1,-2.6,-0.2,-1.4,0.4,0.9,-2.1,0.6,-0.4,3.1
Tb MetRS inh,-0.2,-0.2,-1.4,0.2,0.6,-0.2,-0.3,-0.1,-0.2,-0.6
DNMT1 inh,3.1,0.5,-1.5,3.2,1.6,4.2,22.2,4.2,4.1,3.1
NadD inh,-3.8,-0.4,-2.3,-4.6,4.3,5.0,-4.5,0.0,1.6,-11.1

(31) COc1ccc(S(=O)(=O)NC2CCCCC2)cc1C(=O)N1CCCCC1
(32) CCOC(=O)c1sc(NC(=O)c2cccnc2)c(C#N)c1C
(33) CCOC(=O)c1c(P(=O)(N2CCOCC2)N2CCOCC2)noc1N
(34) O=C(c1ccccc1F)N1CCN(S(=O)(=O)c2ccc(S(=O)(=O)N3CCCCC3)cc2)CC1
(35) COc1ccc(S(=O)(=O)Nc2cccc(-n3cnnn3)c2)cc1OC
(36) CCOc1ccc(C(=O)Nc2c3c(nn2-c2cccc(Cl)c2)CS(=O)C3)cc1 (configuration not stated)
(37) CCCN(C)C1CN(Cc2cn(CCCC(=O)OC)nn2)S(=O)(=O)C1 (configuration not stated)
(38) COC(=O)[C@@]12C[C@@H](CC(=O)N3CCCC3)C(=O)N(Cc3cccc4ccccc34)C1=CCC(C)(C)C2
(39) Cc1cc(N2C(=O)C3CCC(c4ccccc4)CC3C2=O)no1 (configuration not stated)
(40) CCOC(=O)NC(C)N1C(=O)C2C3C=CC(C3)C2C1=O (configuration not stated)
Compound,31,32,33,34,35,36,37,38,39,40
Scp1 inh,-5.5,-2.1,-10.3,-3.8,-5.7,-6.5,·,·,-7.3,-8.6
Rpn11 inh,i,i,i,i,i,i,·,·,i,i
SUMO1 PPI mod,7.1,-4.9,-2.6,1.6,-4.0,-1.8,1.6,-3.3,-0.6,-2.7
STEP inh,-1.7,1.6,0.8,-0.1,1.1,-2.2,·,·,3.2,-1.9
MsrA inh,0.8,1.1,-2.3,1.1,0.1,-0.8,-1.0,-0.9,0.1,3.0
CSN inh,5.9,2.7,-3.4,3.4,-0.4,-3.0,-2.4,-1.4,-2.4,4.2
LMPTP block,-1.5,1.7,-0.1,-0.6,-0.2,-1.4,0.5,0.5,-0.9,0.4
Tb MetRS inh,-0.9,-1.0,0.1,-0.5,0.7,0.1,-0.4,-0.7,0.8,-0.2
DNMT1 inh,1.0,3.0,3.6,6.4,-0.3,0.6,·,·,6.9,1.1
NadD inh,-2.5,-1.5,-0.2,1.6,2.9,-3.8,-3.5,·,-0.2,-0.3

(41) Cc1c(Cl)cccc1NC(=S)N1CCN(Cc2ccccc2)CC1
(42) CCOC(=O)[C@]12CCC=C1N(CCC1=CCCCC1)C(=O)[C@H](CC(=O)N1CCOCC1)C2
(43) CCOC(=O)Cn1cnc(-c2ccc([N+](=O)[O-])cc2)c1
(44) CCCN(CCC)S(=O)(=O)c1ccc(NS(C)(=O)=O)cc1
(45) NCCCC[C@H](N)c1nnc([C@H](CC(=O)O)NC(=O)C2CCNCC2)o1
(46) COc1cc(CNC2CCCC2)cc(OC)c1OC
(47) Cn1cnc(S(=O)(=O)Nc2ccc(Cl)c(C(F)(F)F)c2)c1
(48) O=C1c2ccccc2C(Nc2ccc(S(=O)(=O)N3CCOCC3)cc2)N1c1ccccn1 (configuration not stated)
Compound,41,42,43,44,45,46,47,48
Scp1 inh,-9.0,·,-1.7,-4.3,-2.3,-1.3,6.8,-1.2
Rpn11 inh,i,·,i,i,i,i,i,i
SUMO1 PPI mod,-1.4,3.0,-19.8,1.9,-103.6,1.4,4.6,-3.7
STEP inh,1.8,·,-1.5,-1.0,1.3,-2.9,-2.6,-1.8
MsrA inh,-0.5,-0.8,1.5,0.6,-0.5,-0.9,-0.8,0.3
CSN inh,4.5,-9.5,-2.2,1.3,-0.7,3.3,0.7,-6.3
LMPTP block,-1.2,-0.6,0.6,-3.7,-10.4,-0.7,-2.0,-1.1
Tb MetRS inh,-0.2,-0.5,-1.5,-0.2,-0.2,-1.6,-0.5,-1.1
DNMT1 inh,-4.0,·,-2.1,2.0,-2.0,16.9,-3.2,-0.1
NadD inh,7.3,-2.7,1.5,-4.4,2.0,-5.0,-2.5,-6.3
